pPAFAH FP inh: pPAFAH enzyme inhibitors, primary screen, biochemical, fluorescence polarization, human; 330,000 compounds, 1.5% hits; recombinant pPAFAH, FP-rhodamine probe fluorescence polarization; inhibition, % at 3.39 µM; AID 463082, 2010;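 active = inhibition above the mean inhibition across the screen plus 3 SD, cut at about 25% in these data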;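 note: inhibitors block binding of the rhodamine activity-based probe so polarization drops; 0% = enzyme with DMSO and 100% = wells lacking pPAFAH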
PAFAH1B3 FP inh: PAFAH1B3 enzyme inhibitors, primary screen, biochemical, fluorescence polarization, human; inhibition, % at 3.39 µM; AID 492972, 2010; recombinant PAFAH1B3, FP-rhodamine probe; 340,000 compounds, 0.28% hits; Platelet-activating factor acetylhydrolase IB subunit alpha1 (Homo sapiens), Q15102;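 active = inhibition above the screen-wide average of all tested compounds plus 3 SD, cut at about 25% in these data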;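 note: 0% = enzyme with DMSO only and 100% = wells lacking PAFAH1B3 protein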
Target sequence (Q15102 whole entry, looked up): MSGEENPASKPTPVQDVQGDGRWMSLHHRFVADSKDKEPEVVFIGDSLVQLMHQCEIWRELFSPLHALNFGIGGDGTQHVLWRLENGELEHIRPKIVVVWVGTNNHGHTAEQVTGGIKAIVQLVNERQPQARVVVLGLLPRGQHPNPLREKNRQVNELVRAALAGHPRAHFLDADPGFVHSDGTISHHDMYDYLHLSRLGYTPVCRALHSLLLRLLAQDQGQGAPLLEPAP
PAFAH2 FP inh: PAFAH2 enzyme inhibitors, primary screen, biochemical, fluorescence polarization, human. inhibition, % at 3.39 µM. AID 492956, 2010. 340,000 compounds, 0.99% hits. recombinant PAFAH2, FP-rhodamine activity probe;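 active = inhibition above the mean over all tested compounds plus 3 SD, cut at about 30% in these data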;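 note: inhibitors block probe labeling of enzyme so polarization drops; 0% = enzyme with DMSO and 100% = wells lacking PAFAH2 protein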
PAD4 FP inh: human PAD4 inhibitors, primary screen, biochemical, fluorescence polarization, 1536-well format; Protein-arginine deiminase type-4 (Homo sapiens), Q9UM07; recombinant PAD4, RCA probe fluorescence polarization; inhibition, % at 6.36 µM; 330,000 compounds, 0.41% hits;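 active = percent inhibition above a cutoff equal to the mean of all tested compounds plus 3 SD, cut at about 15% in these data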;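 note: 0% = PAD4 with RCA probe and DMSO and 100% = probe without PAD4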
Target sequence (Q9UM07 whole entry, looked up): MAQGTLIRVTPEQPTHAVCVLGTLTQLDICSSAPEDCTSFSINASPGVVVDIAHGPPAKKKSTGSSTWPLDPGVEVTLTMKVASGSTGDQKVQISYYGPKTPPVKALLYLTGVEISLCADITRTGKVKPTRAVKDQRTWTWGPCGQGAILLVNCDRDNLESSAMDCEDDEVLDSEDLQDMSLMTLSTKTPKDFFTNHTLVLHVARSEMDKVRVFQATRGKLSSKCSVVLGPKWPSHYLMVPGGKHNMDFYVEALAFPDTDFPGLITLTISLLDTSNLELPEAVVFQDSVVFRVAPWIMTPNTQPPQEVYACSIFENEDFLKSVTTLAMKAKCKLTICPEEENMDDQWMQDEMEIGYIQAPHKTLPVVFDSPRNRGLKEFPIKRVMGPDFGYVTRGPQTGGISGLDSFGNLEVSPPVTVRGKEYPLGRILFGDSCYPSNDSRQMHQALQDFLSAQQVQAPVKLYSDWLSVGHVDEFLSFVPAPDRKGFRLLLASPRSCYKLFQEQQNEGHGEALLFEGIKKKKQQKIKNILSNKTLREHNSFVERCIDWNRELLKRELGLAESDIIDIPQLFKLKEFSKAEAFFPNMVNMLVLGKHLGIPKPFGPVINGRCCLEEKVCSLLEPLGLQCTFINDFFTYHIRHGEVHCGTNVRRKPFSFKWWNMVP
PAFAH1B2 FP inh: PAFAH1B2 enzyme inhibitors, primary screen, biochemical, fluorescence polarization, human; inhibition, % at 3.39 µM; recombinant PAFAH1B2, FP-rhodamine activity probe; Platelet-activating factor acetylhydrolase IB subunit alpha2 (Homo sapiens), P68402; 340,000 compounds, 1.2% hits;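 active = inhibition above the mean of all tested compounds plus 3 SD, cut at about 24% in these data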;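 note: 0% = enzyme with DMSO and 100% = wells lacking PAFAH1B2; many of its hits are not listed in these tables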
* marks the source's active call; other numbers are inactive results; · = no result given.

Under each structure – pPAFAH FP inh	PAFAH1B3 FP inh	PAFAH2 FP inh	PAD4 FP inh	PAFAH1B2 FP inh
- COC1=C(N)C(=O)c2nc(-c3nc(C(=O)O)c(C)c(-c4ccc(OC)c(OC)c4O)c3N)ccc2C1=O
 : 1	·	·	·	·
- CC(C)(C)OC(=O)CNC(=O)c1[nH]cnc1C(=O)N[C@@H](CCCCN)C(=O)OC(C)(C)C
 : -2	·	·	-1	·
- CCOc1ccc(NC(=O)c2ccc(NC(=O)c3ccc(NC(N)=O)cc3)cc2)cc1
 : 4	·	·	-1	·
- COc1ccc2nc3n(c(=O)c2c1)-c1cc(Cl)ccc1C(=O)NC3Cc1ccccc1 (configuration not stated)
 : 2	·	·	-1	·
- O=C1NC(Cc2ccccc2)c2nc3cc(Cl)ccc3c(=O)n2-c2ccccc21 (configuration not stated)
 : 4	·	·	1	·
- CC(C)CC1NC(=O)c2ccc(Cl)cc2-n2c1nc1ccc(Cl)cc1c2=O (configuration not stated)
 : 6	·	·	3	·
- COc1ccc(NCC(=O)NN=C2CCS(=O)(=O)c3ccc(F)cc32)cc1
 : 11	·	·	-1	·
- NC(=O)C1CCN(c2nc(-c3ccccc3Br)cs2)CC1
 : 3	·	·	1	·
- CC(C)CC1NC(=O)c2cc(Cl)ccc2-n2c1nc1ccc(F)cc1c2=O (configuration not stated)
 : 0	·	·	-5	·
- CC(C)CC1NC(=O)c2ccccc2-n2c1nc1ccccc1c2=O (configuration not stated)
 : 0	·	·	-1	·
- COC(=O)CN1C(=O)[C@H]2[C@@H](/C=C/c3ccccc3)N3C(=O)CN(Cc4ccccn4)C(=O)[C@@]3(Cc3ccccc3)[C@H]2C1=O
 : -1	·	·	5	·
- Cc1ccc2c(c1)-n1c(nc3cc(Cl)ccc3c1=O)C(Cc1ccccc1)NC2=O (configuration not stated)
 : 1	·	·	2	·
- O=C1NC(Cc2ccc(O)cc2)c2nc3ccc(Cl)cc3c(=O)n2-c2ccc(Cl)cc21 (configuration not stated)
 : 2	·	·	-3	·
- CN(CCO)c1ccc(C=NNc2ccc([N+](=O)[O-])cc2S(=O)(=O)Nc2ccccc2C(=O)O)cc1
 : 49*	·	·	-7	·
- Cc1ccc2nc3n(c(=O)c2c1)-c1ccc(Cl)cc1C(=O)NC3CC(C)C (configuration not stated)
 : 2	·	·	0	·

Seven compounds from above, ordered by heavy-atom count, ascending.
Under each structure – pPAFAH FP inh	PAFAH1B3 FP inh	PAFAH2 FP inh	PAD4 FP inh	PAFAH1B2 FP inh
- CC(C)CC1NC(=O)c2ccccc2-n2c1nc1ccccc1c2=O (configuration not stated)
 : 0	·	·	-1	·
- COc1ccc(NCC(=O)NN=C2CCS(=O)(=O)c3ccc(F)cc32)cc1
 : 11	·	·	-1	·
- CCOc1ccc(NC(=O)c2ccc(NC(=O)c3ccc(NC(N)=O)cc3)cc2)cc1
 : 4	·	·	-1	·
- CC(C)(C)OC(=O)CNC(=O)c1[nH]cnc1C(=O)N[C@@H](CCCCN)C(=O)OC(C)(C)C
 : -2	·	·	-1	·
- CN(CCO)c1ccc(C=NNc2ccc([N+](=O)[O-])cc2S(=O)(=O)Nc2ccccc2C(=O)O)cc1
 : 49*	·	·	-7	·
- COC1=C(N)C(=O)c2nc(-c3nc(C(=O)O)c(C)c(-c4ccc(OC)c(OC)c4O)c3N)ccc2C1=O
 : 1	·	·	·	·
- COC(=O)CN1C(=O)[C@H]2[C@@H](/C=C/c3ccccc3)N3C(=O)CN(Cc4ccccn4)C(=O)[C@@]3(Cc3ccccc3)[C@H]2C1=O
 : -1	·	·	5	·

Following part.
Under each structure – pPAFAH FP inh	PAFAH1B3 FP inh	PAFAH2 FP inh	PAD4 FP inh	PAFAH1B2 FP inh
- Cc1ccc2c(=O)n3c(nc2c1)C(Cc1ccccc1)NC(=O)c1cc(Cl)ccc1-3 (configuration not stated)
 : 3	·	·	-4	·
- O=C(Nc1ccc(Cl)cc1)c1nc[nH]c1C(=O)NCCCNC(=O)c1[nH]cnc1C(=O)Nc1ccc(Cl)cc1
 : 2	·	·	0	·
- CC(=O)OC[C@]12CC[C@H]3[C@@](C)(CC[C@H]4C(C)(C)CCC[C@]34C)[C@@H]1C[C@H](C1=CC(=O)O[C@@H]1OC(C)=O)O2
 : 45*	·	·	-2	·
- CC(C)[C@H](NS(=O)(=O)c1ccccc1)C(=O)Nc1nccs1
 : 2	·	·	2	·
- CNC[C@H]1Oc2ccc(NC(=O)Nc3ccc(OC)cc3)cc2C(=O)N([C@@H](C)CO)C[C@H]1C
 : 4	·	·	-2	·
- CN(C)C(=O)c1cccc(-c2csc(N3CCC(C(N)=O)CC3)n2)c1
 : 7	·	·	1	·
- COC(=O)c1ccc(C)cc1C1CN=NC12Cc1cc(C)ccc1C2=O (configuration not stated)
 : ·	2	5	·	-4
- O=C(NC1CCN(S(=O)(=O)c2cccc(F)c2)CC1)c1cccc(F)c1
 : ·	6	-8	·	0
- O=S(=O)(CC(CN1CCCCC1)N1CCCCC1)c1ccc2ccccc2c1 (configuration not stated)
 : ·	-2	2	·	4
- CC(=O)Nc1ccc(NC(=O)COC(=O)c2ccc(S(=O)(=O)N(C)c3ccccc3)cc2)cc1
 : ·	-10	-18	·	4
- CCC[C@H]1CC(=O)C=C(c2ccc(OC)cc2)ON1C(=O)OC(C)(C)C
 : ·	16	7	·	-2
- OC(CNCCN1CCNCC1)Cc1ccccc1 (configuration not stated)
 : ·	4	-4	·	5
- C=CC#CC[N+]1(CC#Cc2ccccc2)CCOCC1
 : ·	7	1	·	5
- CC1CCCC(C)N1CCOc1cc(N)ccc1C#N (configuration not stated)
 : ·	0	-1	·	-1
- O=C1NC[C@H](Cc2ccccc2)N(CC2CCN(CCCCc3ccccc3)CC2)C1=O
 : ·	4	3	·	0
- Cc1ccccc1CN(C)C(C)C(=O)NCc1ccccc1 (configuration not stated)
 : ·	3	-5	·	-1
- COc1ccccc1COC(=O)C(NC(=O)c1ccc(C)cc1)C(C)C (configuration not stated)
 : ·	5	5	·	3
- COc1ccc(N2N=NN(C(C)C)C2=C(Cl)c2nnnn2-c2ccc(OC)cc2)cc1
 : ·	10	5	·	2
- COc1cc2c(cc1CNC[C@H]1O[C@@H](n3cnc(C(N)=O)n3)[C@H](O)[C@@H]1O)OCO2
 : ·	13	-4	·	-2
- COc1ccc(NC(=O)C2CC3C=CC2C3)c([N+](=O)[O-])c1 (configuration not stated)
 : ·	12	0	·	1
- N/C(=N\OC(=O)COc1ccc(Cl)cc1Cl)c1ccncc1
 : ·	7	0	·	13
- O=C(COC(=O)C1CCCCC1)NCCc1ccccc1
 : ·	-6	11	·	1
- Cc1nn(C(=O)N(C)C)c(C)c1CN1C(=O)c2ccccc2C1=O
 : ·	13	-1	·	0
- Cc1ccccc1-c1cccc([C@@H]2C[C@H]3[C@H](CON3C)CN2Cc2ccccc2)c1
 : ·	8	3	·	7
- Cc1cc(-c2nc3ncccc3o2)ccc1NC(=O)c1ccc([N+](=O)[O-])o1
 : ·	1	11	·	2
- COc1ccc(CC(=O)OCC(=O)Nc2ncc(Cl)c(C)c2Cl)cc1
 : ·	-4	3	·	-1
- CC(C)CC(c1nnnn1CC1CCCO1)N1CCN(c2nc3ccccc3s2)CC1 (configuration not stated)
 : ·	14	2	·	1
- Cc1c(Cl)cccc1NC(=O)NN1CCN(C)CC1
 : ·	-4	-1	·	-5
- COc1ccc(/C=N/NC(=O)c2ccc(OC)c(OC)c2)cc1COc1c(F)c(F)c(F)c(F)c1F
 : ·	-41	-61	·	-22
- COc1cccc(CC(=O)OCC(=O)Nc2c(C)nn(-c3ccccc3)c2C)c1
 : ·	9	6	·	3
- CCOc1ccc(C(C)=O)cc1COC(=O)c1ccccc1C(=O)N(C)Cc1ccccc1
 : ·	-3	6	·	1
- C[C@]1(O)CC(=O)C=C[C@H]1Nc1ccccc1
 : ·	6	4	·	6
- CCOC(=O)C1CCN(C(=O)c2cccc(S(=O)(=O)N3CCCc4ccccc43)c2)CC1
 : ·	8	3	·	0
- COc1ccc(N2CCN(C(=O)COC(=O)CSc3ccccc3)CC2)cc1
 : ·	18	18	·	11
- O=C(c1ccccc1)C1OC1C(=O)c1ccccc1 (configuration not stated)
 : ·	10	8	·	1
- NC(=S)NN=C1c2ccccc2-c2cc(Br)ccc21
 : ·	7	5	·	3
- O=C(NN=Cc1ccccc1)c1ccccc1
 : ·	5	-4	·	4
- CCCCn1c(N)c(N(CC(C)C)C(=O)C2CCN(S(=O)(=O)c3ccc(F)cc3)CC2)c(=O)[nH]c1=O
 : ·	-2	-3	·	-2
- Cc1ccc(NC(=S)Nn2cnnc2)c(C)c1
 : ·	1	-11	·	-2
- CCOc1cc(N2CCOCC2)c(OCC)cc1NC(=O)c1cc(S(=O)(=O)N2CCOCC2)ccc1Cl
 : ·	7	2	·	3
- Nc1ccc2c(c1)C(=O)c1cc(N)c(Cl)cc1-2
 : ·	11	15	·	8
- O=C(COC(=O)C1CC(=O)N(Cc2ccco2)C1)Nc1ccccc1[N+](=O)[O-] (configuration not stated)
 : ·	4	1	·	4
- COc1ccc(C2CC(c3ccc(Cl)cc3)Nc3nc(NC(=O)c4ccco4)nn32)cc1 (configuration not stated)
 : ·	4	2	·	-1
- COc1ccc(C(=O)NCCSCc2cccc(Cl)c2)cc1OC
 : ·	2	-3	·	0
- CC12CN3CC(C)(CN(C1)C3c1ccc3c(c1)OCO3)C2=O (configuration not stated)
 : ·	-1	-4	·	-3
- COCCN(Cc1cn(C)nc1-c1ccc(Oc2ccccc2)cc1)C(C)C
 : ·	-3	0	·	8
- N#CCCN(C(=O)COC(=O)C1CCN(S(=O)(=O)c2ccccc2C(F)(F)F)CC1)c1ccccc1
 : ·	10	-2	·	2
- CCOc1ncccc1C(=O)OCC(=O)Nc1cc(S(=O)(=O)N2CCCCC2)ccc1Cl
 : ·	4	68*	·	1
- CC1(C)C2(C#N)C(=O)NC(=O)C12C#N (configuration not stated)
 : ·	5	-2	·	2
- O=C(O)c1cccc(Nc2nc(-c3cc4ccccc4oc3=O)cs2)c1
 : ·	11	20	·	3
- COc1cccc(NC(=O)CN(C)C(=O)CC2CCCCC2)c1
 : ·	6	3	·	2
- O=C(/C=C/c1cccs1)Nc1scc(-c2ccccc2)c1C(=O)O
 : ·	-15	-13	·	-8
- O=C(NN=Cc1ccccc1O)C(O)c1ccccc1 (configuration not stated)
 : ·	10	4	·	6
- CCc1ccccc1NC(=S)Nn1cnnc1
 : ·	9	-1	·	2
- CCCCCn1c(SCC(=O)c2ccccc2)nc2cc(C(=O)NCC3CCCO3)ccc2c1=O (configuration not stated)
 : ·	-2	-2	·	1
- O=C(CCNC(=O)c1ccccc1Cl)Nc1cccc(S(=O)(=O)N2CCCCC2)c1
 : ·	13	-2	·	4
- CC1=Nc2ccccc2/C1=C/c1c(N)n2c(S(=O)(=O)CC(C)C)nsc2nc1=O
 : ·	-5	10	·	14
- COCCCN(C(=O)c1ccc(-c2ccc(C(C)=O)cc2)o1)c1c(N)n(CC(C)C)c(=O)[nH]c1=O
 : ·	6	-1	·	4
- O=C(CN1CCN(S(=O)(=O)c2ccc(F)cc2)CC1)Nc1ccnn1C1CCCC1
 : ·	0	5	·	-1
- COc1cccc(C2c3cc4c(cc3OC(N3CCCC3)C2C)OCO4)c1O (configuration not stated)
 : ·	2	-4	·	3
- Cc1cccc(CN2CCCC(C(=O)Nc3ccc(-c4cscn4)cc3)C2)c1 (configuration not stated)
 : ·	0	-1	·	7

An excerpt of these results, with each value named.
> CCOc1ncccc1C(=O)OCC(=O)Nc1cc(S(=O)(=O)N2CCCCC2)ccc1Cl
- pPAFAH FP inh = ·
- PAFAH1B3 FP inh = 4
- PAFAH2 FP inh = 68*
- PAD4 FP inh = ·
- PAFAH1B2 FP inh = 1

> CC1(C)C2(C#N)C(=O)NC(=O)C12C#N (configuration not stated)
- pPAFAH FP inh = ·
- PAFAH1B3 FP inh = 5
- PAFAH2 FP inh = -2
- PAD4 FP inh = ·
- PAFAH1B2 FP inh = 2

From PubChem

Some of the compounds tested; count on the stated rates, not on these rows.
